# PDI inh: blocks human protein disulfide isomerase activity; hit rate 0.052% among 350,000; AID 588391; PDI insulin aggregation turbidity, A650, 90 min; inhibition, % at 10 µM;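 active = mean inhibition across replicates of 30% or more, whatever share of single replicates reach that level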;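 note: absorbance from insulin aggregation driven by PDI reduction with DTT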
# aDG glyco act: alpha-DG glycosylation activation; Pro5-aDG cells, alpha-DG glycosylation AlphaScreen (IIH6); 0% Pro5, 100% B10-LARGE cell signal; activation, % at 10 µM; hit rate 0.22% among 360,000; AID 624168;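 active = activation of at least 8% versus controls, or a plate z-score of at least 8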;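 note: Pro5 are CHO cells carrying HIG-tagged alpha-DG that lacks glycosylation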
# MC4R barr agon: activates human MC4R beta-arrestin recruitment. U2OS MC4R beta-arrestin complementation, luminescence; percent of melanotan II response, DMSO zero. activation, % at 8.9 µM. AID 540308. hit rate 0.98% among 360,000;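 active = activation above a per-plate cutoff, the mean activation of sample wells on that plate plus 3 SD, cut at about 8% in these data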
# Vif imaging: inhibitors of HIV Vif; inhibition, % at 7.49 µM; HEK293T cells, Vif self-association by quenched fluorescence, imaging, 24 h; AID 602346; hit rate 0.35% among 340,000; in the data active = inhibition above about 50%, passing the limit was not always enough; note: some results filed as inactive read as strong as hits
# N-glyco inh: N-linked glycosylation inhibition; reporter increase, % at 12.5 µM; hit rate 0.23% among 360,000; D54 ERlucT glycosylation luciferase reporter, 24 h; percent of 100 nM tunicamycin response;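 active = mean luciferase reporter signal, scaled so untreated is 0 and the glycosylation-blocking control 100, at or above a set limit in every replicate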;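 note: luciferase carries N-glycosylation sites so blocking glycosylation raises the light; 0% = median of neutral control wells and 100% = median of 100 nM tunicamycin wells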
# Cardio protect: modulators protecting cardiomyocytes from myocardial damage; H9c2 cardiomyocytes, H2O2 injury protection, ATPLite, 2 h; hit rate 0.63% among 360,000; protection from H2O2 cell death, % at 20 µM; AID 588492;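 active = compounds giving at least 50% protection of heart cells from peroxide-induced death in the single-dose screen, raw or plate-pattern-corrected value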;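 note: 0% = DMSO wells with peroxide and 100% = DMSO wells without peroxide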
# ABCB6 inh MLPCN: inhibitors of human ABC transporter ABCB6 | K562-ABCB6 porphyrin accumulation, flow cytometry, 1 h; stronger effect = lower value | fluorescence ratio to DMSO, % at 10 µM | hit rate 0.19% among 360,000 | AID 602162;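 active = fluorescence ratio to DMSO below 75%, the collection mean minus 3 SD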;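 note: signal is porphyrin accumulated inside mitochondria; 100% equals median channel fluorescence of DMSO control wells; lower ratio means ABCB6 inhibition with less porphyrin fluorescence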
# Target sequence (Q9NP58 whole entry, looked up): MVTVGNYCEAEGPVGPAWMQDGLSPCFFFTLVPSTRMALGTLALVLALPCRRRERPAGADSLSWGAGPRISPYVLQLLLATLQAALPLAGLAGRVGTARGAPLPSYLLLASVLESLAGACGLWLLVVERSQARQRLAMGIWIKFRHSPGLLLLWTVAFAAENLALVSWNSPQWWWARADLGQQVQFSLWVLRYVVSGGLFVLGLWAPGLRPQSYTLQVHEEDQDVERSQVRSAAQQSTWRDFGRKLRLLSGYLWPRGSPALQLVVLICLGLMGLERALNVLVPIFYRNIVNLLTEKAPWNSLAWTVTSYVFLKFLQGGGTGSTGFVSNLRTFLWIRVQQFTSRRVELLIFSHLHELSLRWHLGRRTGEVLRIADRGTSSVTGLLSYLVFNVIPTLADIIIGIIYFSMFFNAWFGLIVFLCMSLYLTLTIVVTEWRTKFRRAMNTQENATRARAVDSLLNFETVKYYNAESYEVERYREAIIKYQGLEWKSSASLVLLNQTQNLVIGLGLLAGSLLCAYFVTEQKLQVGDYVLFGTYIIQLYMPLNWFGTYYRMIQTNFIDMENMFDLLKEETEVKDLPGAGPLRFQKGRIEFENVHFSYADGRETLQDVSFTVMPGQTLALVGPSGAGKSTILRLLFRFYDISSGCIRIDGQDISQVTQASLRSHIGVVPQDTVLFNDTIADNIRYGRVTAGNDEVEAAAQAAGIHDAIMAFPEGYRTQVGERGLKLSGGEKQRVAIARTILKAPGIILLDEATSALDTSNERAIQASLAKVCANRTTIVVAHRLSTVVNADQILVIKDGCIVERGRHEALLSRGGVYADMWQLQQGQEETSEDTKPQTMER
# HTR2A ag: mouse HTR2A agonism via beta-arrestin recruitment. CHO-K1 mHTR2A beta-arrestin complementation, luminescence; percent of 30 µM serotonin response. activation, % at 7.6 µM. hit rate 0.66% among 360,000. P35363;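 active = activation above a run cutoff, the mean activation of all tested compounds plus 3 SD, cut at about 14% in these data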;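 note: 0% = plate median of compound wells and 100% = 30 µM serotonin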
# MC4R antagonist: blocks human MC4R cAMP signaling; P32245; MC4R-expressing cells, MTII-stimulated cAMP, LANCE TR-FRET; inhibition, % at 6.5 µM; hit rate 0.48% among 360,000;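 active = inhibition above its plate's cutoff, the mean of tested wells on that plate plus 3 SD, cut at about 29% in these data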;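 note: 0% = Melanotan II alone and 100% = Melanotan II plus saturating MCL0020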
#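 Material – human MC4R-expressing U2OS cells · Repeats – no replicates · Detection – TR-FRET with Eu-cAMP and labeled anti-cAMP, 671 nm · Times – compound 30 min, challenge 1 h, detection 1 h · Compound – single nominal compound dose of 6.5 µM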
# CaV13 ICDI inh: Disruptors of the CACNA1D IQ motif to Ca2+-dependent inactivation inhibitor domain association, primary screening, Förster resonance energy transfer in intact living …; inhibition, % at 12.3 µM; hit rate 0.098% among 340,000; HEK cells, CFP/YFP FRET ICDI-IQ, plate reader, 10 min; percent FRET-ratio fall versus neutral wells;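 active = mean replicate inhibition of at least 30% and at least 1% of replicates passing that level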;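 note: 0% = median of the neutral control wells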
# Numbers without * were called inactive; · = not tested or not shown. Rows were taken by chance. Share with any hit: about 3.6%.
SMILES,PDI inh,aDG glyco act,MC4R barr agon,Vif imaging,N-glyco inh,Cardio protect,ABCB6 inh MLPCN,HTR2A ag,MC4R antagonist,CaV13 ICDI inh
C[C@H]1CN([C@@H](C)CO)C(=O)c2cccc(NC(=O)Nc3ccc(F)cc3)c2O[C@@H]1CN(C)Cc1ccc(C(=O)O)cc1,-3,-0.2,-1.2,-1,0,6,100,-5,1,-5
COC(=O)C1=C(C)NC(=S)NC1c1ccc(OCC(=O)N2CC(C)OC(C)C2)c(OC)c1 (stereo unspecified),-6,-0.2,-1.0,2,1,11,93,3,9,-3
CCN(c1ccc(OC)cc1)S(=O)(=O)c1ccc2c(c1)CC(C)N2C(=O)C1CC1 (stereo unspecified),-3,0.0,-2.1,0,-3,-6,100,7,5,-3
COc1ccc(Nc2nc(NC(C)(C)C)nc(N3CCCC3)n2)c(OC)c1,-3,0.0,-2.2,-7,-4,-19,96,-2,7,-10
O=C(COC(=O)c1ccccc1O)NCc1ccco1,6,0.2,-1.6,2,0,-3,97,-3,9,-2
CN1CCN(S(=O)(=O)c2cccc(C(=O)N(Cc3ccccc3)c3ccccc3)c2)CC1,6,0.4,0.9,-2,1,4,85,3,9,·
C#CCOCCOCCOCCNc1nc(N2CCN(C(=O)[C@H]([C@@H](C)O)n3cc(CCCCN)nn3)CC2)nc(N2CCN(C(=O)[C@H](Cc3ccc(O)cc3)n3cc(CCO)nn3)CC2)n1,-9,0.0,0.0,-1,2,3,101,0,-1,-11
O=C(NC1CCS(=O)(=O)C1)c1cccc(S(=O)(=O)N2CCOCC2)c1 (stereo unspecified),2,0.1,1.1,·,-1,0,99,-3,8,·
COc1cc(/C=C/C(=O)OCC(=O)N2c3ccccc3NC(=O)C2(C)C)cc(OC)c1OC,2,-0.7,1.3,12,4,76*,93,-2,9,-2
COc1ccc(/C=N/NC(=O)c2ccoc2C)cc1O,2,0.2,2.4,-1,4,0,101,2,5,-5
CCC(C)NC(=O)COc1ccc(S(=O)(=O)N2CCOCC2)cc1 (stereo unspecified),0,0.0,-1.5,-3,1,5,97,3,8,·
CCn1cc(C(=O)N(C)c2ccc(OC)cc2OC)c2cc(OC)c(OC)cc2c1=O,-1,-0.1,1.8,5,1,-2,103,10,0,-3
CSC(=Nc1ccccc1)C(C#N)c1nc2ccccc2[nH]1 (stereo unspecified),16,-0.2,2.0,-7,0,-6,98,7,0,-20
COCCn1cc(C(=O)c2cc(Br)ccc2O)cc(C#N)c1=O,-5,0.5,-1.1,-8,0,-3,110,2,5,-11
CCc1ccc(C2c3[nH]c4ccccc4c3CCN2C(=O)CNC(N)=O)cc1 (stereo unspecified),-2,-0.2,-3.5,-10,1,17,95,10,8,5
CC(=O)Nc1ccc(C)c(NC(=S)Nc2ccc(F)cc2)c1,11,-0.1,0.6,-1,0,2,97,0,3,-3
CC[n+]1ccccc1/C=C/Nc1ccccc1,1,0.3,-3.5,0,0,0,97,6,0,-5
C=CCNCCOCCOc1ccc(Cl)cc1C(C)(C)C,-3,0.4,6.8,-9,-3,10,99,-8,3,-2
Cc1ccc([C@H]2C[C@H](n3cc(C4CC4)nn3)[C@@H](O)CN2C(=O)C2CCCCC2)cc1,-6,-0.3,0.0,-1,2,25,99,-3,11,-8
O=C(C1CCCO1)N1CCN(C(c2ccccc2)c2ccccc2)CC1 (stereo unspecified),-6,0.1,-0.3,11,1,5,81,2,7,·
CN(c1ccccc1C(=O)Nc1ccc2c(c1)OCCO2)S(C)(=O)=O,1,0.1,-2.7,1,-1,0,103,0,0,-4
O=C(NC1CC1)c1ccc(-c2cnc3cccnn23)cc1,6,0.0,-1.9,1,-7,-4,96,4,15,-5
CCCOc1c(Cl)cc(C(=O)NC)cc1OC,10,-0.1,1.5,19,0,-2,94,4,1,-5
CCN(C(=O)COC(=O)c1cccc(S(=O)(=O)N(CC)CC)c1)C1CCS(=O)(=O)C1 (stereo unspecified),-7,0.4,2.5,-11,2,-7,105,2,-8,-5
COC(=O)c1cc2c(-c3ccccc3)c(C)c3ccccn3c-2c1C(=O)OC,-1,-0.2,-2.2,·,2,18,107,-4,3,·

# Gathered by group: those above with two or more sulfur atoms.
SMILES,PDI inh,aDG glyco act,MC4R barr agon,Vif imaging,N-glyco inh,Cardio protect,ABCB6 inh MLPCN,HTR2A ag,MC4R antagonist,CaV13 ICDI inh
O=C(NC1CCS(=O)(=O)C1)c1cccc(S(=O)(=O)N2CCOCC2)c1 (stereo unspecified),2,0.1,1.1,·,-1,0,99,-3,8,·
CCN(C(=O)COC(=O)c1cccc(S(=O)(=O)N(CC)CC)c1)C1CCS(=O)(=O)C1 (stereo unspecified),-7,0.4,2.5,-11,2,-7,105,2,-8,-5

# Other compounds follow:
SMILES,PDI inh,aDG glyco act,MC4R barr agon,Vif imaging,N-glyco inh,Cardio protect,ABCB6 inh MLPCN,HTR2A ag,MC4R antagonist,CaV13 ICDI inh
CNC(=S)N(Cc1ccc2c(c1)OCO2)C1CC(=O)N(c2ccc(F)cc2)C1=O (stereo unspecified),-1,0.4,-1.1,·,-1,-4,99,1,4,·
CCn1cc(S(=O)(=O)CC(=O)NC2CCCCC2)c2ccccc21,-1,-0.1,-1.1,0,0,7,98,-6,2,·
CN1CCC(N(C)C(=O)NC2CCCCC2)CC1,4,0.1,-1.1,2,3,5,102,5,9,-2
Cc1c(/N=C(\[O-])Nc2ccc(Br)cc2)sn[n+]1C,-6,0.0,1.0,-3,-18,-10,95,-3,1,-21
Cc1ccc(OCCNC(=O)[C@H]2O[C@@H](n3ccc(N)nc3=O)[C@H](O)[C@@H]2O)cc1C,·,-0.2,·,·,1,3,101,-2,·,·
COc1cc(OC)c(C(=O)OCC(=O)Nc2cccc(S(=O)(=O)NC3=NCCCCC3)c2)cc1OC,-11,0.0,0.4,-1,1,3,97,-2,11,-6
COC(=O)C1CCN(Cc2cn(-c3ccccc3)nc2-c2ccc3c(c2)OCO3)CC1,-3,0.9,1.2,-14,-2,-6,93,1,3,5
CCOc1cc(Br)c(C(=O)O)cc1OCC,-6,0.1,0.6,2,-2,-2,96,4,-1,-4
CC1=C(C(=O)N(C(C)C)C(C)C)CC(CC(=O)NCCCN(C)C)C(=O)N1Cc1ccc(F)cc1 (stereo unspecified),·,0.0,·,·,2,-1,96,-1,·,-6
O=C(c1ccc(S(=O)(=O)NCC2CCCO2)cc1)N1CCc2ccccc21 (stereo unspecified),-6,1.1,-1.4,0,0,-15,94,-2,-3,·
COC(=O)C1=NNC2C(=O)N(c3ccc(C)cc3)C(=O)C12 (stereo unspecified),7,0.2,-1.4,0,4,-1,92,4,1,-7
COc1ccc(Nc2ncnc3ccc([N+](=O)[O-])cc23)c(OC)c1,1,0.0,-2.4,4,-3,10,102,3,-6,·
COc1ccc(C(CNC(=O)COc2ccccc2C)N2CCOCC2)cc1 (stereo unspecified),0,0.2,1.2,-4,-2,0,98,5,14,-4
NC(=O)c1ccc(-n2c(CCC(=O)O)ccc2-c2cccs2)cc1,12,-0.2,-1.9,12,1,-8,94,1,6,-5
O=C1c2ccccc2C(c2nnnn2Cc2ccccc2)N1CCc1ccc(O)cc1 (stereo unspecified),·,0.1,·,·,·,·,94,-5,·,-7
COc1ccccc1C(=O)Nc1ccnn1C1CCN(C(=O)c2ccoc2C)CC1,-4,0.2,0.3,·,2,9,99,7,-4,-6
Cc1ccccc1CNC(=O)CCC(=O)N1Cc2ccccc2Oc2ncccc21,-3,0.3,0.5,2,0,4,97,1,6,-2
O=C(c1cc2ccccc2oc1=O)N1CCN(C(=O)C2CCCO2)CC1 (stereo unspecified),3,0.0,0.5,4,0,-3,99,5,15,-7
O=C(CNC(=O)c1ccncc1)N/N=C/c1cccc([N+](=O)[O-])c1,16,-0.1,-0.3,0,1,11,91,-3,2,-19
O=C(Nc1cccc(Cl)c1)c1nc[nH]c1C(=O)NCc1ccccc1,-8,-0.3,4.2,4,3,-4,92,-2,0,-3
CCOC(=O)N1CCN(Cc2cc(=O)oc3ccc4ccccc4c23)CC1,5,0.1,-1.0,-5,0,-14,93,0,9,1
CCN(C(=O)COC(=O)c1cccnc1SC)C1CCCCC1,16,0.2,1.0,0,3,9,100,-4,0,-5
NS(=O)(=O)c1cccc(NC(=O)COC(=O)CN2C(=O)C3CC=CCC3C2=O)c1 (stereo unspecified),7,-0.3,-0.2,1,0,5,104,2,24,-4
Cc1cccn2c(CN3CCCC(c4ccccc4)C3)c(C(=O)N3CCOCC3)nc12 (stereo unspecified),8,0.0,-1.8,10,1,12,98,-3,-3,-5
Cc1nn(C)c(Cl)c1CN1CCN(C2CCCC2)C(CCO)C1 (stereo unspecified),3,-0.2,0.1,3,1,-4,93,24*,5,4
# Carrying on.
SMILES,PDI inh,aDG glyco act,MC4R barr agon,Vif imaging,N-glyco inh,Cardio protect,ABCB6 inh MLPCN,HTR2A ag,MC4R antagonist,CaV13 ICDI inh
Cc1ccc(NC(=O)CC2NCCNC2=O)cc1Cl (stereo unspecified),0,0.1,-2.8,-10,1,-3,95,0,3,6
CC(C)n1ncc2c(C(=O)Nc3ccccc3SCC(N)=O)cc(C3CC3)nc21,8,-0.2,-1.1,-2,2,7,99,5,-6,-5
C/C(=N\NS(=O)(=O)c1ccc(Br)cc1)c1cccs1,-1,-0.3,-0.9,8,0,7,99,-3,2,-4
O=c1c(Cc2ccccc2)c(O)ccn1C1CCCCCCC1,-7,-0.5,-2.8,-1,0,2,96,-13,17,0
O=C(/C=C/Nc1ccccc1)C(F)(F)F,4,0.4,-1.2,-4,1,0,96,2,-6,-2
O=C(c1ccccc1)C1CCN(C(=O)c2ccc(Cl)cc2)CC1,7,0.0,0.6,-2,-5,4,98,2,1,-5
Cc1c(C)n(C(=O)CSc2ncn[nH]2)c2ccccc12,-1,-0.1,-1.8,26,1,-6,102,-4,-2,-3
O=c1oc(-c2ccccc2)nc2c1cnn2-c1ccccc1,-10,-0.2,1.1,14,2,-3,104,3,5,-5
CCOC(=O)C1CCCN(C(=O)C2c3ccccc3Oc3ccccc32)C1 (stereo unspecified),-12,0.0,1.0,-3,-1,6,92,3,8,-4
CCOC(=O)CSc1nnc(-c2ccc(S(=O)(=O)N3CCC(C)CC3)cc2)o1,-15,-0.2,0.8,4,3,1,94,2,6,-4
COc1ccc(CNC(=O)CN(c2ccc(OC)cc2)S(=O)(=O)c2c(C)nn(C)c2C)cc1,-5,-0.1,0.2,-4,1,-3,102,1,8,-2
C=CC[C@@H](Cc1ccc(F)cc1)C(=O)OC[C@@H]1CCCN1C(=O)[C@@H](CC=C)CC(=O)NCCO,2,0.1,-1.9,-2,0,3,99,0,-8,-4
COc1cccc(C=C(C(C)=O)C(=O)c2ccccc2)c1,·,0.1,·,·,·,·,99,-5,·,-5
COc1ccc(NC(=O)C(c2ccc(OC)cc2)N(C)C(=O)CC2NC(=O)NC2=O)cc1 (stereo unspecified),1,-0.3,0.7,-18,2,4,108,4,16,-6
Cc1ccc(-c2nnn(CC(=O)N(c3ccccc3F)C(CC(C)C)C(=O)NCC3CCCO3)n2)cc1 (stereo unspecified),14,0.0,-1.0,-15,-4,1,91,-1,0,-4
